MEKK2 mut-MEK5: signal of MEK5 binding to mutant human MEKK2 PB1 domain; 290,000 tested, 0.35% active; percent response, % at 10 µM; bead flow cytometry, Alexa488-MEK5 binding to MEKK2 mutant; AID 1530; in the data active means percent response above about 24%, passing the limit was not always enough; further: inactives centre near 1; some results filed as inactive read as strong as hits; reference of the scale not given here
MEKK3 PB1 HTS: MEKK3-MEK5 PB1 interaction, increase or decrease | Q99759 | bead-based flow cytometry, Alexa488-MEK5 binding to MEKK3; actives lie on both sides; 0 = blocked by unlabeled MEK5, 100 = vehicle | binding response (% of control), % at 10 µM | 290,000 tested, 1.4% active | AID 1529;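 active means binding response more than 3 SD above or below the average of its plate-row segment, actives on both sides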;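 further: Alexa488 bead fluorescence after subtracting the streptavidin-only scavenger bead signal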
Target sequence (Q99759 whole entry, looked up): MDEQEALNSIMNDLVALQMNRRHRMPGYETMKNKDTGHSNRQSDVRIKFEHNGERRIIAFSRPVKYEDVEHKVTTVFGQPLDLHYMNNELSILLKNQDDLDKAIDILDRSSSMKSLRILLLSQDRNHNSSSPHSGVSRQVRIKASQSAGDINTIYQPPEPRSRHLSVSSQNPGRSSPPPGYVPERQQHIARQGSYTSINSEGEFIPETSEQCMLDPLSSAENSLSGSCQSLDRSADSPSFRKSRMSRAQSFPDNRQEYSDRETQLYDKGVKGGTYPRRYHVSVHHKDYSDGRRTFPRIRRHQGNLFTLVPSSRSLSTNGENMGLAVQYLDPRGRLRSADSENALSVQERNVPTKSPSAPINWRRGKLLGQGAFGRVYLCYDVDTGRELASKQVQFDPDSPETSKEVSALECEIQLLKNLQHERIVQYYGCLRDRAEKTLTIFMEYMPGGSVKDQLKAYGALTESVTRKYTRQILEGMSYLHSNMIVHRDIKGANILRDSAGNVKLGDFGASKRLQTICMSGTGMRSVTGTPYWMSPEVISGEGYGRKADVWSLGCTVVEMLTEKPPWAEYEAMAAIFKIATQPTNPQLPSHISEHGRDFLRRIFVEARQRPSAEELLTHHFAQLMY
OXTR ag: activates the human oxytocin receptor | AID 2435 | P30559 | CHO-OTR cells, Fluo-8 calcium fluorescence; normalized: DMSO 0%, oxytocin 100% | 320,000 tested, 0.32% active | activation, % at 3 µM;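 active means activation above the mean of all tested compounds plus 3 SD, cutoff set per screening run, cut at about 20% in these data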;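 further: peak over basal fluorescence ratio from a 100 s FLIPR kinetic read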
PHOSPHO1 inh: PHOSPHO1 (human) inhibition; Q8TCT1; recombinant PHOSPHO1, absorbance phosphatase assay; inhibition, % at 13.3 µM; 290,000 tested, 1.1% active; AID 1565; in the data active means inhibition above about 60%
PfM18AAP inh: blocks P. falciparum M18 aspartyl aminopeptidase | recombinant PfM18AAP, H-Glu-NHMec fluorogenic cleavage | inhibition, % at 7.35 µM | 290,000 tested, 1.2% active | AID 1822;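 active means inhibition above the campaign mean inhibition over all tested compounds plus 3 SD, cut at about 28% in these data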;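 further: 0% = plate median of test compound wells and 100% = 2 mM ZnCl2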
GPR7 antag: human neuropeptides B/W receptor 1 antagonism; P48145; 290,000 tested, 1.1% active; GPR7-expressing cells, fluorescence antagonist assay; inhibition, % at 4.4 µM; in the data active means inhibition above about 16%, passing the limit was not always enough;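 further: cells stimulated with the agonist NPW; 0% = agonist with vehicle and 100% = vehicle without agonist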
Target sequence (P48145 whole entry, looked up): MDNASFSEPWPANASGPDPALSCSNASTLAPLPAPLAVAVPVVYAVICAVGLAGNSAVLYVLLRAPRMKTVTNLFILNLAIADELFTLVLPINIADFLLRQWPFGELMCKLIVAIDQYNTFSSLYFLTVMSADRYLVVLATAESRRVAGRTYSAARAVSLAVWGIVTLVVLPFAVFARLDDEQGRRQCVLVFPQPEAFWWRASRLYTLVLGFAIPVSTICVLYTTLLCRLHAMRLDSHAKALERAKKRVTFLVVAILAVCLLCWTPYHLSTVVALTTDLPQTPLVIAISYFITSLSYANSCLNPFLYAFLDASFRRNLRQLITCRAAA
FID counter: displaces DNA intercalator in HCV helicase counter-screen. DNA fluorescent intercalator displacement, fluorescence. inhibition, % at 7.9 µM. 290,000 tested, 0.17% active. AID 1845; in the data active means inhibition above about 37%;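 further: 0% = vehicle and 100% = reference compound; higher means more ethidium bromide displaced from hairpin DNA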
NALP1 yeast inh: blocks the NALP1 inflammasome reconstituted in yeast | inhibition, % at 10 µM | 280,000 tested, 0.61% active | S. cerevisiae NALP1/ASC/caspase-1 growth, X-gal OD620, 72 h; in the data active means inhibition mostly above about 24%, no sharp cut-off; inactive means mostly below about 32%; further: some compounds called inactive have numbers as strong as hits
MEKK2 WT-MEK5: raises or lowers MEK5 binding to wildtype human MEKK2 PB1 domain | binding response (% of control), % at 10 µM | bead flow cytometry, Alexa488-MEK5 binding to MEKK2 WT; actives lie on both sides | Q9Y2U5 | AID 1531 | 290,000 tested, 1.1% active; in the data active means binding response below about 67% or above about 130%
The depositor's hits bear a star.

Start of the listing, in advance, three compounds:
Screening Cc1cccc(C)c1NC(=O)CSC(=S)N1CCCC1 returned MEKK2 mut-MEK5 7.0, MEKK3 PB1 HTS 105.0, OXTR ag -0.1, PHOSPHO1 inh 9.5, PfM18AAP inh 3.0, GPR7 antag -3.7, FID counter -8.5, NALP1 yeast inh 21.2 and MEKK2 WT-MEK5 105.0.
Screening COc1ccc(/C=N/Nc2nc(C)c([N+](=O)[O-])c(N(C)c3ccccc3)n2)cc1OC returned MEKK2 mut-MEK5 10.0, MEKK3 PB1 HTS 102.0, OXTR ag -1.2, PHOSPHO1 inh 23.5, PfM18AAP inh 17.6, GPR7 antag -7.1, FID counter -7.6, NALP1 yeast inh 15.0 and MEKK2 WT-MEK5 96.0.
For Cc1cccc(C(=O)N/N=C/c2ccc(OC3CSC3)cc2)c1 the results were MEKK2 mut-MEK5 4.0, MEKK3 PB1 HTS 104.0, OXTR ag -0.7, PHOSPHO1 inh 25.3, PfM18AAP inh -0.1, GPR7 antag -5.7, FID counter -5.6, NALP1 yeast inh 9.1 and MEKK2 WT-MEK5 101.0.

The whole of this part, from the first entry:
Screening Cc1cccc(C)c1NC(=O)CSC(=S)N1CCCC1 returned MEKK2 mut-MEK5 7.0, MEKK3 PB1 HTS 105.0, OXTR ag -0.1, PHOSPHO1 inh 9.5, PfM18AAP inh 3.0, GPR7 antag -3.7, FID counter -8.5, NALP1 yeast inh 21.2 and MEKK2 WT-MEK5 105.0.
Screening COc1ccc(/C=N/Nc2nc(C)c([N+](=O)[O-])c(N(C)c3ccccc3)n2)cc1OC returned MEKK2 mut-MEK5 10.0, MEKK3 PB1 HTS 102.0, OXTR ag -1.2, PHOSPHO1 inh 23.5, PfM18AAP inh 17.6, GPR7 antag -7.1, FID counter -7.6, NALP1 yeast inh 15.0 and MEKK2 WT-MEK5 96.0.
For Cc1cccc(C(=O)N/N=C/c2ccc(OC3CSC3)cc2)c1 the results were MEKK2 mut-MEK5 4.0, MEKK3 PB1 HTS 104.0, OXTR ag -0.7, PHOSPHO1 inh 25.3, PfM18AAP inh -0.1, GPR7 antag -5.7, FID counter -5.6, NALP1 yeast inh 9.1 and MEKK2 WT-MEK5 101.0.
For NC(=O)C1CCN(c2cc(Cl)nc(N)n2)CC1 the results were MEKK2 mut-MEK5 -13.0, MEKK3 PB1 HTS 86.0, OXTR ag 0.7, PHOSPHO1 inh 20.5, PfM18AAP inh -0.4, GPR7 antag -4.7, FID counter 1.0, NALP1 yeast inh -22.9 and MEKK2 WT-MEK5 85.0.
`Cc1nn(C)cc1S(=O)(=O)N1CCCCC1C` (configuration not stated) gave MEKK2 mut-MEK5 8.0, MEKK3 PB1 HTS 104.0, OXTR ag -0.6, PHOSPHO1 inh 47.5, PfM18AAP inh 1.5, GPR7 antag -5.3, FID counter -4.8, NALP1 yeast inh -6.4 and MEKK2 WT-MEK5 111.0.
`CCOCCCNC(=O)C1CCCN1C(=O)Nc1ccccc1[N+](=O)[O-]` (configuration not stated) gave MEKK2 mut-MEK5 -5.0, MEKK3 PB1 HTS 99.0, OXTR ag -0.6, PHOSPHO1 inh 1.2, PfM18AAP inh -3.2, GPR7 antag -5.5, FID counter -1.8, NALP1 yeast inh -13.1 and MEKK2 WT-MEK5 96.0.
For CC1(C)C2CCC13CS(=O)(=O)N[C@@H]3C2 (some centres not stated) the results were MEKK2 mut-MEK5 -4.0, MEKK3 PB1 HTS 98.0, OXTR ag 1.3, PHOSPHO1 inh -7.4, PfM18AAP inh 2.5, GPR7 antag -10.4, FID counter -3.0, NALP1 yeast inh 16.5 and MEKK2 WT-MEK5 102.0.
Screening CCSC1=C(C#N)C(c2ccc3c(c2)OCO3)C2=C(CCCC2=O)N1 (configuration not stated) returned MEKK2 mut-MEK5 -14.0, MEKK3 PB1 HTS 91.0, OXTR ag -0.5, PHOSPHO1 inh 5.7, PfM18AAP inh 12.2, GPR7 antag -9.9, FID counter -4.7, NALP1 yeast inh 8.9 and MEKK2 WT-MEK5 93.0.
`Fc1cnc(N2CCOCC2)nc1NCc1ccccc1` gave MEKK2 mut-MEK5 1.0, MEKK3 PB1 HTS 99.0, OXTR ag -0.9, PHOSPHO1 inh 55.2, PfM18AAP inh -6.2, GPR7 antag -1.5, FID counter -8.7, NALP1 yeast inh 3.7 and MEKK2 WT-MEK5 105.0.
`CCOc1ccc(N/C=C/C(=O)c2ccccc2)cc1` gave MEKK2 mut-MEK5 7.0, MEKK3 PB1 HTS 103.0, PHOSPHO1 inh -16.1, PfM18AAP inh 0.5, GPR7 antag 0.2, FID counter -14.1, NALP1 yeast inh 4.1 and MEKK2 WT-MEK5 109.0.
Screening CC1CC(C)(C)N(C(=O)CN2CCN(C)CC2)c2ccccc21 (configuration not stated) returned MEKK2 mut-MEK5 -2.0, MEKK3 PB1 HTS 91.0, OXTR ag 1.2, PHOSPHO1 inh 49.6, PfM18AAP inh 8.7, GPR7 antag 11.5, FID counter 6.3, NALP1 yeast inh 31.5 and MEKK2 WT-MEK5 94.0.
For COc1ccc2nc(NC(=O)C3CCCO3)sc2c1 (configuration not stated) the results were MEKK2 mut-MEK5 3.0, MEKK3 PB1 HTS 100.0, OXTR ag 0.3, PHOSPHO1 inh 31.1, PfM18AAP inh 4.5, GPR7 antag -18.6, FID counter -1.9, NALP1 yeast inh 8.0 and MEKK2 WT-MEK5 104.0.
For COC(=O)c1sc(N)c(C(=O)OC)c1COC(=O)CNS(=O)(=O)c1ccc(C)c(C)c1 the results were MEKK2 mut-MEK5 1.0, MEKK3 PB1 HTS 107.0, OXTR ag -1.1, PHOSPHO1 inh -9.7, PfM18AAP inh 4.1, GPR7 antag -14.5, FID counter -20.8, NALP1 yeast inh 23.5 and MEKK2 WT-MEK5 108.0.
Screening CCc1cccc(C)c1NC(=O)C(c1ccccc1)N1CCC1=O (configuration not stated) returned MEKK2 mut-MEK5 -2.0, MEKK3 PB1 HTS 101.0, OXTR ag -0.1, PHOSPHO1 inh 8.7, PfM18AAP inh -3.9, GPR7 antag -8.0, FID counter -5.6, NALP1 yeast inh -1.5 and MEKK2 WT-MEK5 96.0.
O=C(c1cc2ncc(Br)cn2n1)N1CCCCC1 was read as MEKK2 mut-MEK5 -8.0, MEKK3 PB1 HTS 101.0, OXTR ag 0.1, PHOSPHO1 inh 4.4, PfM18AAP inh -4.7, GPR7 antag 2.1, FID counter -14.7, NALP1 yeast inh -10.1 and MEKK2 WT-MEK5 96.0.
Cc1ccc(NC(=O)COC(=O)Cc2cccs2)cc1S(=O)(=O)N1CCOCC1 was read as MEKK2 mut-MEK5 7.0, MEKK3 PB1 HTS 101.0, OXTR ag 2.5, PHOSPHO1 inh 38.1, PfM18AAP inh -3.5, GPR7 antag -2.7, FID counter -15.3, NALP1 yeast inh 17.7 and MEKK2 WT-MEK5 105.0.
Screening O=C(COc1ccc2c(c1)CCC2)NCc1cccc(Cl)c1 returned MEKK2 mut-MEK5 8.0, MEKK3 PB1 HTS 100.0, OXTR ag -1.4, PHOSPHO1 inh -4.5, PfM18AAP inh 1.4, GPR7 antag 0.9, FID counter -27.9, NALP1 yeast inh 41.7 and MEKK2 WT-MEK5 109.0.
Screening O=S(=O)(CCC1CCCCN1)c1ccccc1 (configuration not stated) returned MEKK2 mut-MEK5 7.0, MEKK3 PB1 HTS 104.0, OXTR ag -0.6, PHOSPHO1 inh 36.0, PfM18AAP inh 3.7, GPR7 antag -4.0, FID counter -2.5, NALP1 yeast inh 7.6 and MEKK2 WT-MEK5 109.0.
Screening COc1ccc(CNC(=O)CCS(=O)(=O)Cc2ccc(C)cc2)c(OC)c1 returned MEKK2 mut-MEK5 -16.0, MEKK3 PB1 HTS 83.0, OXTR ag -2.1, PHOSPHO1 inh -5.1, PfM18AAP inh -5.5, GPR7 antag -19.1, FID counter -16.2, NALP1 yeast inh 19.3 and MEKK2 WT-MEK5 81.0.
O=C(NC(Cc1ccc2c(c1)OCO2)C(=O)NC(Cc1ccccc1)C(=O)O)c1ccccc1 (configuration not stated) was read as OXTR ag -0.6, PHOSPHO1 inh 9.4, PfM18AAP inh 8.0, GPR7 antag -3.2, FID counter -41.2 and NALP1 yeast inh 7.3.
COc1cc(/C=N/NC(=O)Cc2ccccc2)cc(OC)c1OC was read as MEKK2 mut-MEK5 3.0, MEKK3 PB1 HTS 98.0, OXTR ag 1.0, PHOSPHO1 inh -6.3, PfM18AAP inh 0.5, GPR7 antag -6.5, FID counter -16.9, NALP1 yeast inh 0.5 and MEKK2 WT-MEK5 106.0.
Screening COc1ccc(CNC(=O)CCNS(=O)(=O)c2ccc(Br)s2)cc1 returned MEKK2 mut-MEK5 -3.0, MEKK3 PB1 HTS 99.0, OXTR ag 1.2, PHOSPHO1 inh 12.1, PfM18AAP inh 0.9, GPR7 antag 4.0, FID counter -17.9, NALP1 yeast inh 6.4 and MEKK2 WT-MEK5 100.0.
For COc1cccc(-c2nnc(SCC(=O)N3CCCC3=O)n2-c2ccccc2)c1 the results were MEKK2 mut-MEK5 5.0, MEKK3 PB1 HTS 109.0, OXTR ag 0.9, PHOSPHO1 inh 27.8, PfM18AAP inh 1.2, GPR7 antag 3.0, FID counter -25.0, NALP1 yeast inh 8.2 and MEKK2 WT-MEK5 108.0.
O=C(Nc1ccon1)c1cccc(Cl)c1 was read as MEKK2 mut-MEK5 0.0, MEKK3 PB1 HTS 105.0, OXTR ag 1.4, PHOSPHO1 inh -14.1, PfM18AAP inh -2.2, GPR7 antag -11.7, FID counter 3.8, NALP1 yeast inh -37.4 and MEKK2 WT-MEK5 103.0.
Screening Cc1ccc2cc([N+](=O)[O-])ccc2n1 returned MEKK2 mut-MEK5 1.0, MEKK3 PB1 HTS 100.0, OXTR ag -0.8, PHOSPHO1 inh 26.8, PfM18AAP inh 1.4, GPR7 antag -12.7, FID counter 1.6 and MEKK2 WT-MEK5 95.0.
CCc1ccc2[nH]c(=O)c(CN(Cc3ccc(OC)cc3)Cc3nnnn3CCOC)cc2c1 was read as MEKK2 mut-MEK5 -5.0, MEKK3 PB1 HTS 88.0, PHOSPHO1 inh 44.7, PfM18AAP inh 9.5, GPR7 antag 3.8, FID counter -22.9, NALP1 yeast inh 2.8 and MEKK2 WT-MEK5 91.0.
For CC(C)CNC(=O)C1c2ccccc2Oc2ccccc21 the results were MEKK2 mut-MEK5 -7.0, MEKK3 PB1 HTS 104.0, OXTR ag -1.8, PHOSPHO1 inh 20.8, PfM18AAP inh 4.3, GPR7 antag -6.0, FID counter 2.5, NALP1 yeast inh 7.4 and MEKK2 WT-MEK5 95.0.
`CC(=O)c1ccccc1OCc1ccc(C(=O)c2ccccc2)cc1` gave MEKK2 mut-MEK5 3.0, MEKK3 PB1 HTS 104.0, OXTR ag -0.1, PfM18AAP inh -0.8, GPR7 antag -4.5, FID counter -19.6, NALP1 yeast inh 7.1 and MEKK2 WT-MEK5 101.0.
For COC(=O)c1ccc(NC(=O)C2CC(=O)N(c3ccc(C)cc3)C2)cc1 (configuration not stated) the results were MEKK2 mut-MEK5 -3.0, MEKK3 PB1 HTS 92.0, OXTR ag -1.5, PHOSPHO1 inh -1.9, PfM18AAP inh -2.6, GPR7 antag -9.5, FID counter -14.2, NALP1 yeast inh -3.2 and MEKK2 WT-MEK5 102.0.
COc1ccc(NC(=O)C2CC(c3ccc(Cl)cc3)=NO2)cc1 (configuration not stated) was read as MEKK2 mut-MEK5 0.0, MEKK3 PB1 HTS 104.0, OXTR ag -1.1, PHOSPHO1 inh 23.9, PfM18AAP inh 3.5, GPR7 antag -9.3, FID counter -11.2, NALP1 yeast inh 15.2 and MEKK2 WT-MEK5 101.0.
Screening Cn1c(-c2ccc(F)cc2)cnc1SCC(=O)Nc1ccccc1N1CCOCC1 returned MEKK2 mut-MEK5 2.0, MEKK3 PB1 HTS 107.0, OXTR ag -1.6, PHOSPHO1 inh 0.1, PfM18AAP inh 0.6, GPR7 antag -9.4, FID counter -13.0, NALP1 yeast inh 34.6 and MEKK2 WT-MEK5 109.0.
